Bioassay records: PubChem, National Center for Advancing Translational Sciences (NCATS)
BLM inh – inhibitors of human Bloom syndrome helicase BLM | P54132 | recombinant BLM DNA unwinding, fluorescence dequenching | Potency, µM (series often up to 56.1 µM), without a hit: top-dose activity change, negative = inhibition, actives largely listed as inhibitors | actives 0.2% (n = 350,000);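 further: plate controls were vehicle for no effect and no enzyme for full effect; nearly all actives have a fitted effect of over 35% in size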
Target sequence (P54132 whole entry, looked up): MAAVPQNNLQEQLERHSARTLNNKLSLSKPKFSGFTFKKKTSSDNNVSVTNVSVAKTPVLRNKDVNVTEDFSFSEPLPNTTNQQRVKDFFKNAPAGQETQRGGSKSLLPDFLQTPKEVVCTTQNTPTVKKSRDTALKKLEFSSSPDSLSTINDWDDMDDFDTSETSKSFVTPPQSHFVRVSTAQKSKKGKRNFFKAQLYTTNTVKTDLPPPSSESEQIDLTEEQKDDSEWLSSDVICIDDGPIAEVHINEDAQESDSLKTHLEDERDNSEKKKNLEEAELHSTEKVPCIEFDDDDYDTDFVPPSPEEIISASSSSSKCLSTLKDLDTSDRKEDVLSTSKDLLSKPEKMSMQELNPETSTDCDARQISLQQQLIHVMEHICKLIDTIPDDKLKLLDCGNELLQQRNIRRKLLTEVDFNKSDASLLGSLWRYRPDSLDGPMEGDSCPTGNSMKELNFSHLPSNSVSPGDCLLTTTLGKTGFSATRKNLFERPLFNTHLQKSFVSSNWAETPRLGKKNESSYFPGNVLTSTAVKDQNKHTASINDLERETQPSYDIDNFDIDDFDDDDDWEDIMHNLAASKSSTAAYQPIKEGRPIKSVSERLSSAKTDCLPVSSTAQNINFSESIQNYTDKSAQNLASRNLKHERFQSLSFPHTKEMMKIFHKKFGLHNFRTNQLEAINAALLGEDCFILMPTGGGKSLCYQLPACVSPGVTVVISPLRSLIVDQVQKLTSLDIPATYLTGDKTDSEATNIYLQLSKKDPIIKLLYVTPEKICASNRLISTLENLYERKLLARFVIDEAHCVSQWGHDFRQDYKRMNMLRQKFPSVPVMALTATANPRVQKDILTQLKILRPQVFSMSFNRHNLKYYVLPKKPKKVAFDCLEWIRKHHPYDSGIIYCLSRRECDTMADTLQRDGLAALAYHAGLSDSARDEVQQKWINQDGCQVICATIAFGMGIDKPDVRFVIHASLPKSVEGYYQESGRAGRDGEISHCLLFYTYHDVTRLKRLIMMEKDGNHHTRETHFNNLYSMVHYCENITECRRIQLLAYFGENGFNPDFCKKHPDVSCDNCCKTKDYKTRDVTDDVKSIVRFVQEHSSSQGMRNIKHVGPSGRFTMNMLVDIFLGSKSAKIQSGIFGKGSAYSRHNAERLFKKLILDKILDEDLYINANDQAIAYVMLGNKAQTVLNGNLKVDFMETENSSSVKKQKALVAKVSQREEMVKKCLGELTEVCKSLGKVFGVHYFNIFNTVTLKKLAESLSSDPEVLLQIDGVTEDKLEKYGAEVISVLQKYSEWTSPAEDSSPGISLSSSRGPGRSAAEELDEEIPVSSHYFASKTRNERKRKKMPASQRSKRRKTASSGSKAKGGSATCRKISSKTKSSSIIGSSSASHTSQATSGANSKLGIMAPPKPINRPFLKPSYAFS
JMJD2A Tudor inh – blocks the human JMJD2A Tudor domain | O75164 | AlphaScreen JMJD2A-Tudor / H3K4me3 peptide binding | Potency, µM (titrated, usually from 114 µM), for the others: at the top dose activity change, negative = inhibition, actives largely listed as inhibitors | actives 4.4% (n = 390,000) | AID 504339; further: on the % scale 0 is the no-effect control and ±100 the full control effect; nearly all actives have a fitted effect of over 50% in size
Pol beta inh – inhibitors of human DNA polymerase beta; Pol beta primer extension/strand displacement, fluorescence kinetic; Potency, µM (highest dose often 114 µM), inactives show at the highest dose activity change, negative = inhibition, actives largely listed as inhibitors; actives 1.3% (n = 340,000); further: on the % scale 0 is the no-effect control and ±100 the full control effect
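Curves were derived by four-parameter Hill fits of normalized qHTS data. The kinetic fluorescent primer-extension read was taken at 0 and 10 min after 50 nM substrate, following a 15 min room-temperature preincubation of 10 nM enzyme with compounds.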
POLK inh – blocks human DNA polymerase kappa activity. Potency, µM (highest dose often 107 µM), without a hit: at the top dose activity, negative = inhibition, usual class: inhibitors. Q9UBT6. purified Pol kappa, fluorescent DNA synthesis assay, 10 min. actives 0.53% (n = 400,000); further: on the % scale 0 is the no-effect control and ±100 the full control effect
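Activity was followed as the change in fluorescence between reads at 0 and 10 min after starting the reaction with 50 nM substrate. Beforehand, 10 nM polymerase had been preincubated with compound for 15 min at room temperature.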
Pol eta inh – DNA polymerase eta (human) inhibition. Q9Y253. recombinant Pol eta, fluorescent DNA replication assay. Potency, µM (doses to about 114 µM), for inactives: top-dose activity change, negative = inhibition, usual class: inhibitors. actives 1.2% (n = 390,000). AID 588591; further: on the % scale 0 is the no-effect control and ±100 the full control effect
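Pol eta at 10 nM preincubated with compounds 15 min at room temperature; reaction started with fluorescent substrate (50 nM final) and read kinetically at 0 and 10 min.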
APEX1 inh – blocks human APE1 abasic DNA cleavage | P27695 | recombinant APE1, TAMRA/BHQ-2 abasic DNA cleavage fluorescence | Potency, µM (top dose mostly 65.8 µM), for inactives: at the top dose activity change, negative = inhibition, most hits filed as inhibitors | actives 0.35% (n = 350,000);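 further: plate controls were vehicle for no effect and reference inhibitor for full effect; nearly all actives have a fitted effect of over 55% in size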
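Activity was derived from the fluorescence gain between first and third kinetic reads (60 s intervals, ex 525/em 598 nm) after 50 nM THF-abasic TAMRA/BHQ-2 duplex was added to 0.75 nM APE1 preincubated 15 min with compound.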
G9a block – blocks human histone lysine methyltransferase G9a; AID 504332; G9a H3K9 monomethylation, AlphaScreen, 2 h; actives 8.8% (n = 350,000); Q96KQ7; Potency, µM (titrated, usually from 102 µM), without a hit: top-dose activity, negative = inhibition, usual class: inhibitors; further: on the % scale 0 is the no-effect control and ±100 the full control effect; nearly all actives have a fitted effect of over 75% in size
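Signal arises when biotinylated H3K9 peptide, once monomethylated, bridges streptavidin donor and antibody-captured acceptor beads. Enzyme at 20 nM was preincubated 15 min with test compounds; peptide 500 nM and SAM 20 uM then reacted for 2 h.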
Pol iota inh – blocks human DNA polymerase iota activity | Q9UNA4 | Pol iota fluorescent replication assay, 10 min | Potency, µM (top dose mostly 115 µM), without a hit: at the top dose activity, negative = inhibition, most hits filed as inhibitors | actives 1% (n = 390,000)
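Fluorescent replication assay read twice, at 0 min and 10 min after adding 50 nM (final) substrate. Enzyme (10 nM) and compounds were first incubated 15 min at room temperature; enzyme-free buffer wells were negative controls.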
BAZ2B inh – BAZ2B (human) inhibition; AlphaScreen BAZ2B-H3K14Ac peptide displacement; Potency, µM (top dose mostly 114 µM), for the others: at the highest dose activity change, negative = inhibition, most hits filed as inhibitors; actives 4.4% (n = 360,000); AID 504333; further: on the % scale 0 is the no-effect control and ±100 the full control effect; nearly all actives have a fitted effect of over 60% in size
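Complex of BAZ2B and biotin-H3K14Ac (50 nM apiece) forms over 30 min at RT, then faces library compounds up to 110 uM for another 30 min; AlphaScreen beads added, 20 min dark incubation, luminescence read.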
Starred values were filed as active, the others as inactive; ? = inconclusive; . = no result given; [ ] = dose if it differs, or a comment. The call rests on the fitted dose curve; in most records, active means well fitted curve in the direction sought with a large enough effect; inconclusive means small, poorly fitted or top-dose-only effect, or another doubt; inactive means no such curve, though single readings can be large; an effect the other way counts as inactive or inconclusive. Potency means the concentration at half of the fitted maximal effect. These rows are one share of the data (hit frequency here may not be typical).

Start of the listing, in advance:
no.	canonical_smiles	BLM inh	JMJD2A Tudor inh	Pol beta inh	POLK inh	Pol eta inh	APEX1 inh	G9a block	Pol iota inh	BAZ2B inh
1	CC(C)(Cc1ccccc1)/[N+]([O-])=C\c1ccccc1	.	-6%	.	6%	-9%	32%	-41%[2.33 µM]	-50%	5%
2	COc1ccc(C(=O)Nc2ccc3oc(-c4ccc(OC)cc4)nc3c2)cc1	-2%	-10%	-1%	-5%	-9%	.	-27%[59 µM]	19%	-6%
3	COc1ccc(CCNC(=O)c2ccccc2OCc2c(C)noc2C)cc1	.	3%	.	-2%	-4%	-16%	10%[12.7 µM]	17%	11%
4	Cn1nnnc1SCC(=O)Nc1ccc(C(=O)N2CCN(Cc3ccccc3F)CC2)cc1	.	-16%	.	0%	-24%	14%	3%[2.33 µM]	64%[activator]	3%

All compounds of this part, repeating the preview:
no.	canonical_smiles	BLM inh	JMJD2A Tudor inh	Pol beta inh	POLK inh	Pol eta inh	APEX1 inh	G9a block	Pol iota inh	BAZ2B inh
1	CC(C)(Cc1ccccc1)/[N+]([O-])=C\c1ccccc1	.	-6%	.	6%	-9%	32%	-41%[2.33 µM]	-50%	5%
2	COc1ccc(C(=O)Nc2ccc3oc(-c4ccc(OC)cc4)nc3c2)cc1	-2%	-10%	-1%	-5%	-9%	.	-27%[59 µM]	19%	-6%
3	COc1ccc(CCNC(=O)c2ccccc2OCc2c(C)noc2C)cc1	.	3%	.	-2%	-4%	-16%	10%[12.7 µM]	17%	11%
4	Cn1nnnc1SCC(=O)Nc1ccc(C(=O)N2CCN(Cc3ccccc3F)CC2)cc1	.	-16%	.	0%	-24%	14%	3%[2.33 µM]	64%[activator]	3%
5	O=C(COC(=O)COc1ccc(Cl)cc1)NC1CCS(=O)(=O)C1 (stereo not given)	.	-6%	.	-6%	-1%	26%	5%[2.33 µM]	-7%	-4%
6	Cc1ccc(CSc2oc(-c3ccco3)nc2S(=O)(=O)c2ccc(C)cc2)cc1	-3%	-20%	12%	-6%	-7%	.	-33%[59 µM]	-15%	-14%
7	Cn1cc([N+](=O)[O-])c(C(=O)N/N=C/c2cc3c(cc2Br)OCO3)n1	-4%	-24%	-3%	16%	-7%	-2%	-4%	9%	-17%
8	CCOC(=O)C1CCN(Cc2nc(-c3ccc(OC)c(OC)c3)no2)CC1	-5%	-11%	-25%	-15%	-11%	-3%	-7%[59 µM]	?	1%
9	Cc1n[nH]c2ccccc2c1=O	.	1%	.	-4%	?	.	.	17%	.
10	O=C(O)CSc1nc2sc3c(c2c(=O)n1Cc1ccccc1)CCCCC3	-8%	-16%	0%	-5%	-12%	21%	4%	37%[activator]	-12%
11	Cc1ccccc1CNC(=O)CCCC(=O)n1nc(C)c2ccccc21	-2%	-16%	14%	-13%	-9%	-3%	-2%	10%	-9%[57.1 µM]
12	CCn1nc(C(=O)OCc2c(C)noc2C)c2ccccc2c1=O	4%	-7%	-14%	-10%	-1%	3%	-8%[12.7 µM]	8%	-2%
13	O=c1oc2ccccc2cc1-c1csc(Nc2nc3c(F)cccc3s2)n1	-20%	-14%	20%	-2%	?	0%	-12%[59 µM]	3%	15%
14	COC(=O)c1cc(=O)nc2sc(-c3cccs3)nn12	1%	-13%	-11%	-2%	-14%	2%	2%[12.7 µM]	-12%[58.9 µM]	0%
15	O=C(CCNC(=O)c1ccco1)Nc1ccc(Cl)c(C(F)(F)F)c1	-4%	-13%	1%	-15%	-18%	28%	-1%	170%[activator]	-21%
16	CCOc1ccccc1C(=O)NCc1ccc2c(c1)CCN2C(=O)c1ccc(F)cc1	-3%	-6%	8%	-5%[60.1 µM]	-14%	.	-1%[59 µM]	38%[activator]	-8%
17	Cc1ccc(NC(=O)c2ccc3c(c2)nnn3C)cc1	2%	11%	10%	2%	-14%	3%	14%[59 µM]	44%[activator]	6%
18	Nc1nc(SCc2nc3sc4c(c3c(=O)[nH]2)CCCC4)n[nH]1	-2%	-21%	3%	-23%	?	-1%	-8%[59 µM]	8%	4%
19	Cc1cc(C)cc(NC(=O)CSc2nnc(Cn3c(=O)sc4ccccc43)n2C)c1	2%	-10%	29%	-8%	-4%	2%	10%[59 µM]	-8%	1%
20	O=C(Nc1nc2nc(-c3ccccc3)cc(=O)n2[nH]1)c1ccc(F)cc1	-1%	-10%	-2%	-22%	-7%	1%	15%[12.7 µM]	-6%	79µM*
21	CCOc1ccccc1NC(=O)Nc1ccc2nc(N3CCN(C)CC3)cc(C)c2c1	?	?	?	-9%	?	.	?	15%	-16%[57.1 µM]
22	CS(=O)(=O)N1CCc2cc(C(=O)Nc3ccccc3Cl)ccc21	-1%	0%	-8%	-17%	-5%	37%	-8%	9%	-25%
23	NC(=O)c1ccc[n+]([C@@H]2OC(COP(=O)([O-])OP(=O)(O)OCC3OC(n4cnc5c(N)ncnc54)C(OP(=O)(O)O)C3O)C(O)C2O)c1 (stereo not given in full)	33%[activator]	.	.	?	.	?	?	.	.
24	COc1ccc(NC(=O)c2c[nH]c(=O)n(-c3ccc(C)c(C)c3)c2=O)c(OC)c1	.	-19%	.	-9%	-9%	.	.	-14%	.
25	CCc1ccc2[nH]c(=O)c(CN(Cc3ccccc3OC)Cc3nnnn3Cc3ccco3)cc2c1	-8%	-32%	0%	-11%	-9%	?	?	10%	-9%
26	O=C(CN1C2=NCCN2c2ccccc21)c1cccs1	-5%	-1%	0%	-5%	-4%	7%	-5%[59 µM]	6%	-17%
27	Cc1nc(CNS(=O)(=O)c2cc([N+](=O)[O-])ccc2C)cs1	1%	-8%[11.4 µM]	1%	9%	18%	2%	8%	-7%	-1%
28	CCCCCCn1c(SCC(C)C)nc2c1c(=O)[nH]c(=O)n2C	-1%	-4%	6%	-4%	-22%	3%	?	11%	-2%
29	Cc1c(NC(=O)c2ccc(-c3cccc([N+](=O)[O-])c3)o2)cccc1-c1nc2cc(Cl)ccc2o1	-2%	-20%	-15%	-28%	-3%	.	-50%[59 µM]	-2%	-15%
30	CCCCCCCC(=O)OC(CN1CCCCCC1)CN1CCCC1=O (stereo not given)	-4%	-17%	-1%	-9%	-1%	25%	.	81%[activator]	3%
31	CCOC(=O)C1CCCN(C(=S)Nc2ccc(S(=O)(=O)N3CCOCC3)cc2)C1 (stereo not given)	.	-3%	.	-6%	-6%	1%	.	95%[activator]	.
32	CC(=O)Oc1ccc(C(=O)Nc2ccc(S(=O)(=O)NCC3CCCO3)cc2)cc1 (stereo not given)	-6%	2%	8%	-7%	0%	42%[12.4 µM]	20%[59 µM]	20%	0%
33	O=C(NCCc1ccccc1)C1CCCN1C(=O)Nc1ccc(Cl)cc1 (stereo not given)	-3%	-6%	49%	4%	-11%	0%	.	-4%	?
34	Cc1ccc(C(=O)NC(=C(Cl)Cl)S(=O)(=O)c2ccc(Cl)cc2)cc1	-12%	1%	0%	-14%	11%	-2%	4%	?	-15%
35	CN(C)S(=O)(=O)c1ccc(Cl)c(NC(=O)CSc2nc3c(cc2C#N)C(=O)CC(C)(C)C3)c1	-3%	3%	10%	-10%	-18%	-9%	-32%[59 µM]	128%[activator]	-2%
36	O=C(c1cccs1)c1ccc(-c2cccs2)s1	-9%	158%[activator]	?	-4%	4%	0%	147%[activator][59 µM]	?	212%[activator]
37	CCCc1cc2c(=O)c(-c3ccc4c(c3)OCCO4)coc2cc1OS(C)(=O)=O	-4%	3%	-6%	-5%	-14%	-5%	-4%[59 µM]	3%	-5%
38	COC(=O)c1nc2ccccc2s1	3%	8%	-3%	1%	-8%	1%	3%[59 µM]	29%	-1%
39	Cc1csc(NC(=O)CN2C(=O)COc3ccc(Cl)cc32)n1	.	-10%	.	-8%	-16%	48%	-5%[0.501 µM]	51%[activator]	-1%
40	CCCCC(=O)Nc1nnc(S(=O)(=O)N(CC)c2cc(C)cc(C)c2)s1	-2%	-15%	-21%	-9%	-21%	.	-19%[59 µM]	35%[activator]	-12%
41	Cn1cnnc1SC1CCCCC1NS(=O)(=O)c1ccccc1 (stereo not given)	-1%	-10%	39%	-9%	3%	-8%	3%[59 µM]	26%	11%
42	CCOC(=O)c1cc(C#N)c(SCC(=O)OC)[nH]c1=O	-5%	-6%	97%	-3%	-4%	-4%	.	-5%	-9%
43	CC(=C/c1ccc(C(C)C)cc1)/C=N/NC(=O)CSc1ccccn1	-7%	-27%	3%	-17%[60.1 µM]	-29%	4%	-8%[59 µM]	7%	1%
44	COc1ccccc1/C=C/C(=O)NCC(=O)N=Nc1c(O)[nH]c2ccccc12	-4%	18%	30%	5%	2%	28%	49%	-11%	?
45	CC(C)Oc1ccc(-c2cc(C(=O)NCCN3CCOCC3)c3ccccc3n2)cc1	-10%	13%	8%	2%	-9%	0%	-8%[0.501 µM]	9%	?
46	COc1ccc(OCC(=O)Nc2cccc(S(=O)(=O)N(C)c3ccccc3)c2)c([N+](=O)[O-])c1	.	8%	.	-15%	-12%	8%	?	-3%	-1%
47	Cn1c(=O)c2c(nc(CN3CCN(c4ccccc4)CC3)n2CCc2ccccc2)n(C)c1=O	.	-33%	.	-1%	-18%	.	.	4%	.
48	O=C(CCNC(=O)c1ccccc1Cl)Nc1cc(S(=O)(=O)N2CCOCC2)ccc1N1CCCC1	0%	4%	3%	-8%	-23%	3%	-7%	-2%	-25%
49	CCOc1cc(C(=O)Nc2cc(C)on2)cc(OCC)c1OCC	-8%	-15%	-19%	-21%	1%	?	-15%[12.7 µM]	17%	-2%
50	CCS(=O)(=O)N1CCc2cc(C(=O)Nc3ccc(OC)c(Cl)c3)ccc21	-13%	-36%	-11%	-10%	-17%	.	?	107%[activator]	?
51	O=C(Nc1cccc(F)c1)c1cnc2sc(N3CCCC3)nn2c1=O	-3%	-15%	0%	0%	-8%	.	9%[59 µM]	2%	-3%
52	Cc1ccc(NC(=O)CN2C(=O)S/C(=C\c3ccccn3)C2=O)cc1C	0%	5%	3%	4%	-7%	3%	25%	-20%	-3%
53	Cc1ccccc1NC(=O)CSc1n[nH]c(-c2ccco2)n1	-5%	-5%	-20%	-21%	-17%	5%	-18%	149%[activator]	-20%
54	CCOC(=O)C[N+](C)(C)CCOC1CC2CCC1(C)C2(C)C (stereo not given)	3%	-8%	-14%	-6%	-1%	4%	5%	-3%	-19%
